AID2073: disruptors of CaV2.2 binding to Mint1 – biochemical, HTRF (AID 2073); HTRF protein-protein interaction, Mint1-CaV2.2; higher % means a stronger effect; inhibition, % at 20 µM; hits with a dose series show IC50 in µM; 0.19% of 290,000 active; in the data active = inhibition mostly above about 51%, no sharp cut-off; inconclusive = no clear call, values can overlap the other calls; inactive = mostly below about 53%; note: some results filed as inactive read as strong as hits
West Nile antiviral: West Nile virus antiviral activity, cell-based, CPE readout (AID 1621); West Nile virus-infected cells, CPE inhibition; higher % means a stronger effect; CPE inhibition, % at 10 µM, or IC50 in µM where a hit was titrated; 0.02% of 290,000 active; in the data active = a potency from the dose series; inconclusive = CPE inhibition mostly from about 3.7% at the one dose, without a potency; inactive = the rest, 99 in 100 with CPE inhibition below about 2.2%; note: strong numbers were not always called active
KOR beta-arrestin-1: KOR agonists, beta-arrestin recruitment, primary screen, cell-based, luminescence, uHTS (AID 1777); activation, % at 10 µM; hits with a dose series show EC50 in µM; KOR beta-arrestin recruitment, luminescence; higher % means a stronger effect; 0.02% of 280,000 active; in the data active = activation above about 50%, passing the limit was not always enough; note: a part of the inactive calls stands beside numbers as strong as those of hits
Yfh1-depleted yeast: enhancers of respiration in Yfh1-depleted yeast, dose response, Friedreich's ataxia, plus single-dose screen (AID 1465). S. cerevisiae Yfh1-off respiration, WST-1 reduction, 72 h; higher fold induction means a stronger effect. fold induction at 50 µM; hits with a dose series show EC50 in µM. 0.074% of 220,000 active;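 active = fold induction of absorbance versus untreated yeast above a set limit, then at least 30% activation at any dose in follow-up; inconclusive = repeats straddling the limit, or above it without dose testing; inactive = fold induction below the set limit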;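 note: activators that raise dye reduction in frataxin-depleted yeast; strong numbers were not always called active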
HIV peptide binding: inhibitors of HIV fusion peptide binding, primary screen, biochemical, uHTS, fluorescence dequenching (AID 1986) | cell-free peptide binding, fluorescence dequenching, 30 min; higher % means a stronger effect | inhibition, % at 20 µM, or IC50 in µM where a hit was titrated | 0.3% of 290,000 active; in the data active = inhibition mostly above about 52%, no sharp cut-off; inactive = mostly below about 76%; note: some results filed as inactive read as strong as hits
NOD1 NF-kB reporter: NOD1 signaling inhibitors, primary screen, cell-based, luminescence, uHTS (AID 1578); 1% of 290,000 active; NOD1-driven NF-kB luciferase reporter cells, luminescence; higher % means a stronger effect; one-dose inhibition, % at 4 µM; EC50 in µM for titrated hits; in the data active = inhibition mostly above about 36%, no sharp cut-off; inactive = mostly below about 34%;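 note: HEK-293T reporter cells stimulated with the NOD1 agonist gamma-tri-DAP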
NS5 inhibitors: Dengue-2 NS5 methyltransferase inhibitors, primary screen, biochemical, confirmation dose response (AID 588689); Dengue-2 NS5 methyltransferase capping enzyme assay, biochemical; higher % means a stronger effect; inhibition, % at 25 µM; hits with a dose series show IC50 in µM; 0.3% of 340,000 active; in the data active = a potency from the dose series; inconclusive = inhibition above about 29% without an active follow-up result
KOR beta-arrestin-2: kappa opioid receptor blockers – cell-based, luminescence, uHTS (AID 1778); KOR beta-arrestin recruitment, luminescence, antagonist mode; higher % means a stronger effect; one-dose inhibition, % at 10 µM; IC50 in µM for titrated hits; 0.091% of 290,000 active; note: strong numbers were not always called active
NOD2 inhibition: inhibition of NOD2-driven NF-kB reporter – cell-based, luminescence, uHTS, HEK293 (AID 1566); HEK293 NOD2/NF-kB luciferase reporter, luminescence; higher % means a stronger effect; one-dose inhibition, % at 4 µM; EC50 in µM for titrated hits; 0.63% of 290,000 active; note: many of its hits are not listed in these tables
NS5 inhibitors pilot replicate: recorded beside NS5 inhibitors, whose call it bears; inhibition, %; measured here: pilot screen replicate inhibition
An asterisk follows results filed as active; i = inactive; ? = inconclusive; / = not tested or not shown; [ ] = dose if it differs, or a comment. Cut-off read from the data, not from the text of the source, unless noted: active = inhibition above about 50%; inactive = the rest. The list is partial; count on the stated rates, not on these rows.

SMILES	AID2073	West Nile antiviral	KOR beta-arrestin-1	Yfh1-depleted yeast	HIV peptide binding	NOD1 NF-kB reporter	NS5 inhibitors	KOR beta-arrestin-2	NOD2 inhibition	others
CC/C(=N/NS(=O)(=O)c1ccc(Cl)cc1)c1ccc(O)cc1	13%	-0.3%	8.6%	i	2.1%	-7%	-7%	6%	15%
O=C(COc1ccc(Cl)cc1)Nc1nnc(S(=O)(=O)N2CCCCCC2)s1	8%	-0.2%	-5.3%	/	4.0%	-15%	3%	-20%[20 µM]	23%
CCOc1ccc(C(=O)OCC(=O)Nc2cc(C)on2)cc1OCC	-5%	0.7%	-1.9%	i	-3.6%	-23%	-6%	18%	-5%
O=C(COC(=O)c1ccc([N+](=O)[O-])o1)Nc1nc2ccccc2s1	-6%	-0.3%	1.4%	i	2.9%	-4%	-7%	28%	-10%
COCCNC(=O)c1ccccc1NC(=O)c1ccccc1N(C)S(=O)(=O)c1ccc(C)cc1	-3%	-0.1%	2.9%	i	1.5%	-19%	-5%	15%	1%
COc1ccc(CNC(=O)c2ccc3c(c2)N(C)C(=O)CS3=O)cc1 (configuration not stated)	-9%	-0.5%	-1.4%	i	3.4%	-5%	1%	4%	4%
CCN1CCN(Cc2c(C(=O)N/N=C(\C)c3ccc(Cl)cc3)nnn2-c2nonc2N)CC1	4%	-0.3%	5.7%	/	1.2%	-15%	-5%	6%	13%
C=CCC1(C#N)C(=S)NC2=C(C(=O)CC(C)(C)C2)C1c1ccc(Br)cc1 (configuration not stated)	16%	-1.6%	5.8%	i	2.8%	-4%	-4%	-3%	15%
CC(=O)NC(Cc1ccc(F)c(F)c1)C(=O)NC1CCN(C(=O)c2ccc(C)cc2)CC1 (configuration not stated)	22%	-0.4%	-0.6%	i	1.1%	-23%	-3%	-10%	11%
COc1ccc(CCN(C)Cc2ccc(OC)c(OCc3ccccc3)c2)cc1OC	5%	-1.8%	-3.0%	i	0.8%	-10%	1%	13%	6%
CN(C)c1ccc(C(=O)/C=C/c2ccccc2)cc1	4%	0.5%	-0.1%	i	-1.0%	-61%	-10%	18%	-91%
CCOC(=O)N(C)c1ccc(C(O)(C(F)(F)F)C(F)(F)F)cc1	-4%	-0.3%	-1.3%	i	-1.0%	4%	1%	-22%	13%
O=C(CNC(=O)c1ccccc1F)N/N=C/c1ccco1	-9%	0.3%	-0.8%	/	1.6%	-28%	-2%	-26%	-19%
COc1ccc(NC(=O)c2cc(-c3cc(C)ccc3O)n[nH]2)cc1Cl	17%	0.0%	0.1%	i	1.2%	-12%	0%	-38%	-4%
COc1cc(SC)ccc1C(=O)N1CC(C)OC(C)C1 (configuration not stated)	0%	0.3%	/	i	-0.3%	-9%	0%	30%[20 µM]	25%
Cc1ccc([N+](=O)[O-])cc1NC(=O)CN(C(=O)c1ccccc1Cl)C1CCCCC1	-1%	-1.3%	2.0%	i	1.6%	-44%	2%	20%	-33%
COc1ccc(C(=O)Nc2ccc(S(=O)(=O)N3CCCCC3)cc2)cc1OC	0%	-0.7%	-1.5%	i	-2.2%	/	-5%	13%	17%
Cc1cc(C(=O)Nc2nnc(C3CCCCC3)s2)cs1	-2%	-0.5%	17%	i	-2.1%	-26%	-5%	-9%	-56%
CC(C)n1nc(C(=O)NCCc2ccc(S(N)(=O)=O)cc2)c2ccccc2c1=O	-1%	0.0%	1.7%	i	6.1%	-2%	-5%	-19%	8%
COc1ccc(C(=O)NC(=S)NC2CCCCC2)cc1	-26%	-0.8%	1.7%	/	1.3%	-33%	-2%	8%	-10%

Among those listed so far, 3 contain fluorine.
SMILES	AID2073	West Nile antiviral	KOR beta-arrestin-1	Yfh1-depleted yeast	HIV peptide binding	NOD1 NF-kB reporter	NS5 inhibitors	KOR beta-arrestin-2	NOD2 inhibition	others
CC(=O)NC(Cc1ccc(F)c(F)c1)C(=O)NC1CCN(C(=O)c2ccc(C)cc2)CC1 (configuration not stated)	22%	-0.4%	-0.6%	i	1.1%	-23%	-3%	-10%	11%
CCOC(=O)N(C)c1ccc(C(O)(C(F)(F)F)C(F)(F)F)cc1	-4%	-0.3%	-1.3%	i	-1.0%	4%	1%	-22%	13%
O=C(CNC(=O)c1ccccc1F)N/N=C/c1ccco1	-9%	0.3%	-0.8%	/	1.6%	-28%	-2%	-26%	-19%

(continued)
SMILES	AID2073	West Nile antiviral	KOR beta-arrestin-1	Yfh1-depleted yeast	HIV peptide binding	NOD1 NF-kB reporter	NS5 inhibitors	KOR beta-arrestin-2	NOD2 inhibition	others
Cc1ccccc1OCCn1nc(C(=O)O)c2ccccc2c1=O	-4%	0.4%	5.6%	i	-1.8%	-3%	-1%	7%	2%
Cc1ccc(/C=N/Nc2cc(C)nc(NCc3ccccc3)n2)cc1	47%	-0.1%	1.7%	i	-0.1%	-2%	-12%	-11%	0%
Cc1ccc2oc(-c3cccc(NC(=O)Cc4cccs4)c3)nc2c1	40%	0.1%	3.6%	i	2.3%	-25%	-6%	-45%	-42%
C/C(CC(C)C)=N\NS(=O)(=O)c1ccc(C)c([N+](=O)[O-])c1	2%	1.4%	-1.7%	i	-1.1%	-3%	-10%	/	-13%
CCOC(=O)c1c(C)[nH]c(C)c1C(=O)COC(=O)c1nc2nccc(C)n2n1	13%	-0.8%	-0.4%	i	0.0%	-32%	-11%	-27%	3%
O=C(COc1ccccc1)NCc1nnc(SCC(=O)Nc2nccs2)n1-c1ccccc1	-4%	1.0%	-3.0%	i	0.2%	3%	3%	37%	3%
Cc1ccc(-n2nnnc2-c2cnc3cc4c(cc3c2C)OCO4)cc1	3%	-1.5%	-2.6%	i	-1.7%	9%	2%	-9%	18%
CCC(C)(C)NC(=O)C1CCC(CNS(=O)(=O)c2cccc3nsnc23)CC1 (configuration not stated)	1%	-0.2%	-2.9%	/	0.2%	-1%	-5%	-2%	8%
CC(=O)Nc1ccc(S(=O)(=O)N2CCN=C2SCc2ccccc2C)cc1	0%	-0.8%	-0.4%	/	1.2%	-17%	-6%	-13%	9%
Cc1oc2c(c1C(=O)Nc1ccc(C(=O)O)cc1)CCCC2	5%	0.8%	4.3%	i	4.7%	-1%	-3%	-33%	-2%	NS5 inhibitors pilot replicate=-5.2
O=C(C1=C[C@@H](c2ccc(Br)cc2)C[C@@H](OCc2ccc(CO)cc2)O1)N1CCOCC1	15%	-1.0%	3.7%	i	1.5%	-12%	0%	-13%	-19%
CCOC(=O)C1CCN(c2ccc(-c3cccs3)nn2)CC1	0%	-0.4%	1.0%	/	-0.1%	-1%	2%	-4%	6%
Nc1nonc1C(=O)NCCNC(=O)c1cccs1	11%	0.2%	-0.5%	i	-2.5%	2%	-1%	-4%	9%
Cc1ccc(SCc2cn3cc(Cl)ccc3n2)cc1	14%	0.5%	9.8%	i	0.8%	-8%	-2%	4%	-47%
Cc1cc(Nc2ccc(F)cc2F)n2nc(C)nc2n1	7%	1.1%	13%	i	-3.5%	-18%	-2%	30%	19%
C=CCn1c(SCC(=O)OCc2ccccc2)nc2c1c(=O)n(C)c(=O)n2C	-6%	0.1%	3.2%	i	1.1%	12%	-3%	-119%	-2%
CCC(CC)C(=O)NCCN1CCN(C(=O)C(CC)CC)CC1	-4%	-0.1%	5.7%	i	0.5%	10%	-11%	-7%	-45%
C1CN(CCN2CCOCC2)CCN1	0%	0.7%	0.6%	/	3.6%	-12%	-10%	9%[20 µM]	-12%
Cc1c(NC(=O)C(C)OC(=O)CCc2ccccc2)c(=O)n(-c2ccccc2)n1C (configuration not stated)	-4%	0.0%	-0.5%	i	-2.2%	-31%	2%	4%	-15%
CNC(=S)NNC(=O)c1noc(C)c1C(=O)N1CCN(C(c2ccccc2)c2ccccc2)CC1	-11%	-0.6%	-5.5%	i	1.4%	-18%	/	11%	13%
Cc1nnc2n(-c3ccccc3)c(=O)c3c4c(sc3n12)CC(C)CC4 (configuration not stated)	-4%	/	-3.1%	i	-1.7%	-17%	-2%	3%	15%
CCC(C)N1C(=O)CCC1C(=O)O (configuration not stated)	3%	0.7%	9.5%	i	-1.2%	-27%	-2%	18%	12%
CC1=NN(c2ccccc2)C(=O)/C1=C\N1CC(C)OC(C)C1 (configuration not stated)	-13%	-0.5%	-3.5%	i	0.6%	4%	4%	28%	8%
CCOC(=O)c1cc2n(n1)C(C(F)(F)C(F)(F)F)CC(C)N2 (configuration not stated)	-2%	0.3%	-0.6%	i	-1.9%	-5%	-6%	22%	17%
COc1ccccc1-c1cc(C(F)(F)F)nc(NCc2ccco2)n1	21%	-0.1%	0.5%	i	15%	40%	-24%	38%	18%
CCN(CC)C1=CC2=CC(=C(C#N)C#N)CCC2CC1 (configuration not stated)	12%	-0.5%	2.0%	i	151%	1%	?	27%	10%
CC(=O)c1ccc(Cc2cnc(N)s2)cc1	0%	0.2%	0.0%	i	0.3%	-17%	-5%	28%	10%
CC(=O)Oc1ccc(/C=N/NS(=O)(=O)c2ccc(C)cc2)c(OC(C)=O)c1	-2%	-0.1%	9.2%	/	0.5%	10%	0%	-20%	6%
O=C1C(C=NCc2ccco2)=C(O)c2ccccc21	-2%	-0.2%	-18%	i	-0.2%	-64%	29%	-3%	-93%
CS(=O)(=O)c1ccc(Cl)c(NC(=O)CCCSc2ccccc2)c1	-4%	-0.1%	6.0%	/	-1.2%	-52%	-1%	-43%	-14%
CN(C)C(=O)N1CCC(C(=O)NCc2ccccc2Cl)CC1	5%	-0.1%	0.0%	i	-2.0%	-16%	4%	-33%	-16%
Cc1nc(N)sc1N=Nc1ccc(F)cc1	-9%	0.3%	-0.6%	i	-2.3%	-46%	-2%	-10%	-70%
O=C(COc1ccc(Br)cc1)Nc1ccccc1C(=O)N1CCOCC1	9%	-0.3%	2.4%	/	-0.4%	-23%	6%	3%	10%
O=C(Nn1nnnc1Nc1ccccc1)C12CC3CC(CC(C3)C1)C2	-4%	0.4%	0.2%	i	-0.6%	-6%	/	8%	14%
COc1ccc(CCN2C(=O)CCC2(C)C(=O)NCc2cccnc2)cc1OC (configuration not stated)	13%	-0.4%	-6.6%	i	0.8%	-6%	13%	30%	1%
c1ccc2c(SCc3cn4ccccc4n3)nncc2c1	-5%	-0.9%	4.9%	i	-1.4%	-42%	-3%	-46%	-33%
COc1ccccc1OCC(=O)Nc1ccccc1C(=O)N1CCCC1	18%	0.0%	-1.7%	/	0.8%	-16%	-6%	-5%	3%
C[n+]1c2n(c3ccccc31)N=C(c1ccc(Br)cc1)CS2	-21%	-0.8%	-1.6%	i	2.3%	32%	-21%	-17%	23%
NC(=O)c1ccccc1N/C=C/C(=O)c1ccc(Cl)cc1	13%	-1.2%	16%	i	-1.1%	-16%	-6%	-13%	-188%
CCOc1ccc(N(CC(=O)NCc2ccco2)S(=O)(=O)c2ccc(OC)c(OC)c2)cc1	-7%	-0.4%	-2.3%	i	0.6%	4%	-1%	-52%	7%

High-throughput results from PubChem BioAssay.
